# Source: PubChem
# EPAC2 agonist = EPAC2 (human) agonism | Q8WZA2 | EPAC2 activation, biochemical qHTS; response scale: 100% = 6.5 mM cAMP response | Potency, µM (titrated, usually from 154 µM), for inactives: at the highest dose activation, hits mostly activators | actives 0.079% (n = 360,000) | AID 720711; further: potency means the concentration at half of the fitted maximal effect; nearly all actives have a fitted effect of over 50% in size
#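 Each well held 100 nM EPAC2, 250 nM RAP1B-BODIPY-GDP and 50 uM GDP. Fluorescence, read at 5-min intervals to 30 min, was referenced to a 6.5 mM cAMP positive control.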
# CCT modulator = cytosolic chaperonin activity modulation. purified chaperonin ATPase assay, HTRF ADP detection, 30 min. activity change, % (test concentration not listed), hits read low. actives 0.3% (n = 360,000). AID 651819; in the data active means activity change below about -30%; further: on the % scale 0 is the no-effect control and ±100 the full control effect
#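 First, chaperonin was dispensed at 40 nM or 20 nM final depending on batch activity. Next, compounds were pinned at 76 uM and ATP added at 10 uM. After 30 min at 37 °C, ADP detection reagents ran 30 min at ambient temperature.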
# WRN helicase inh = blocks human WRN helicase; actives 0.46% (n = 360,000); Potency, µM (highest dose often 114 µM), for the others: at the highest dose activity change, negative = inhibition, most hits filed as inhibitors; WRN helicase unwinding, fluorescent forked duplex, kinetic; Q14191; further: potency means the concentration at half of the fitted maximal effect; on the % scale 0 is the no-effect control and ±100 the full control effect; nearly all actives have a fitted effect of over 55% in size
#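 Kinetic fluorescence helicase assay: unwinding of a quenched forked DNA duplex (100 nM final) with 2 mM ATP final raises red fluorescence (525/598 nm). Compounds sat 15 min at room temperature with 20 nM WRN beforehand.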
# EPAC1 agonist = agonists of human EPAC1 | O95398 | EPAC1 agonist qHTS, biochemical assay; response scale: 100% = response to 6.5 mM cAMP | Potency, µM (series often up to 154 µM), for the others: at the highest dose activation, hits mostly activators | actives 0.073% (n = 360,000); further: potency means the concentration at half of the fitted maximal effect; nearly all actives have a fitted effect of over 60% in size
# Target sequence (O95398 whole entry, looked up): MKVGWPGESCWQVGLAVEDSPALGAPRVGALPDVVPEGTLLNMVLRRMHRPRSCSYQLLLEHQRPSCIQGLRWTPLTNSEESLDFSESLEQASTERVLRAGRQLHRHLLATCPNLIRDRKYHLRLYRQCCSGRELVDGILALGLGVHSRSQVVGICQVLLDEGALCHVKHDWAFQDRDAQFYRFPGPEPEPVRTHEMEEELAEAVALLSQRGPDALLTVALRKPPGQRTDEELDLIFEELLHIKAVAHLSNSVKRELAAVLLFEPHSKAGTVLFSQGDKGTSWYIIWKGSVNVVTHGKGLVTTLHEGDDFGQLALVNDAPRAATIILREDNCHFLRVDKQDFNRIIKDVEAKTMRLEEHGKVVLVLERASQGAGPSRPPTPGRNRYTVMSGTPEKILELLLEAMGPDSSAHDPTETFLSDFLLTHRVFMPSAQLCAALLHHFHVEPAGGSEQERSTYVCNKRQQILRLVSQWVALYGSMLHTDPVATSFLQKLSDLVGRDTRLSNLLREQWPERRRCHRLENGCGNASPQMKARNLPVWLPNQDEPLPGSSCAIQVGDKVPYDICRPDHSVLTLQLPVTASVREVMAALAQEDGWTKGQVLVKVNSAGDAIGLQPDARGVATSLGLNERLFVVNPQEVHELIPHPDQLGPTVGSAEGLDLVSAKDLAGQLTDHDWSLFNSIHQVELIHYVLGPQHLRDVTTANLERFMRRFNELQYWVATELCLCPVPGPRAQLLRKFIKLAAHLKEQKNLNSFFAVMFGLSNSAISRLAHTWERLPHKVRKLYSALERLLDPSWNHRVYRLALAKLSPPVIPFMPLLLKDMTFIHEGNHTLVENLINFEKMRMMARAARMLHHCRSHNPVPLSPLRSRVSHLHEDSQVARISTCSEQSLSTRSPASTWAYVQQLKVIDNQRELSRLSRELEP
#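 Compounds were pinned as a concentration titration into mixtures of EPAC1 (100 nM), BODIPY-GDP-loaded Rap1B (250 nM) and GDP (50 uM). After 5 min at room temperature, fluorescence was followed for 30 min; activity was scaled to 6.5 mM cAMP.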
# EPAC1 antagonist = antagonists of human EPAC1 | EPAC1 GEF assay, Rap1b-BODIPY-GDP exchange fluorescence | O95398 | AID 720709 | actives 0.14% (n = 360,000) | Potency, µM (titrated, usually from 115 µM), for the others: at the highest dose activity change, negative = inhibition, usual class: inhibitors;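 further: potency means the concentration at half of the fitted maximal effect; plate controls were vehicle for no effect and positive control for full effect; nearly all actives have a fitted effect of over 50% in size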
# PI5P4Ka inh = inhibitors of human PI5P4K alpha | PI5P4Kalpha enzyme, ADP-Glo luminescence, 60 min; hits give low values | max response, % | actives 1.2% (n = 330,000) | AID 652105; active means max response of -50% or lower; inconclusive means between -30% and -50%; inactive means -30% or higher; further: value at the top dose of about 77 µM; on the % scale 0 is the no-effect control and ±100 the full control effect
#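 Enzyme plus substrate dispensed, test compounds pinned in, then ATP (5 microM final) added. After 60 min at RT, ADP-Glo reagent 1 for 45 min and reagent 2 for 30 min preceded luminescence imaging.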
# PLK1 PBD inh = blocks phosphopeptide binding to human PLK1 polo-box domain; actives 2.8% (n = 360,000); P53350; Plk1 PBD binding of FITC phosphopeptide, fluorescence polarization; Potency, µM, for inactives: max response, negative = inhibition, actives largely listed as inhibitors; further: potency means the concentration at half of the fitted maximal effect; series mostly up to about 57 µM; on the % scale 0 is the no-effect control and ±100 the full control effect; nearly all actives have a fitted effect of over 65% in size
# IL-2 act = activators of IL-2; IL-2 activation reporter assay, cell-based qHTS; stimulated with anti-CD3/CD4/CD28 beads; in transgenic mouse T cells; activation, % (series mostly up to about 46 µM); actives 0.065% (n = 360,000); AID 652025; in the data active means activation above about 50%; inconclusive means mostly about 30% to 49%; further: 0% is about no effect
#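 Readout: EGFP and DsRed signals by fluorescent plate cytometry. Unstimulated transgenic mouse T cells received compound 60 min before antibody-bead stimulation, then incubated 18 h at 37 degrees C.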
# Numbers without * were called inactive; ? = inconclusive; . = not tested or not shown; [ ] = another dose, or the depositor's remark. Unless noted, the call rests on the fitted dose curve; in most records, active means well fitted curve in the direction sought with a large enough effect; inconclusive means small, poorly fitted or top-dose-only effect, or another doubt; inactive means no such curve, though single readings can be large; an effect the other way counts as inactive or inconclusive.
IL-2 act | WRN helicase inh | EPAC1 antagonist | CCT modulator | PI5P4Ka inh | EPAC1 agonist | EPAC2 agonist | PLK1 PBD inh | SMILES
-3.0 | -19% | -18% | 0.7 | 2 | 0% | -4% | -2% | Cc1cccc(-n2nc3c(c2NC(=O)c2ccco2)CS(=O)C3)c1C (stereo not drawn)
-2.5 | -6%[57.1 µM] | 7% | 0.1 | -1 | -5% | 6% | -6% | CCOC(=O)C1CCN(Cc2cc(=O)oc3c(C)c(C)ccc23)CC1
-0.9 | -5% | -12% | 1.4 | -20 | 1% | -2% | -2% | COc1ccccc1NC(=O)Nc1nc(C(N)C2CCCCC2)cs1 (stereo not drawn)
0.6 | 6% | 8% | -1.8 | -3 | 3% | 11% | -5% | Cc1c(NC(=O)COc2ncnc3c(Cl)cc(Cl)cc23)c(=O)n(-c2ccccc2)n1C
0.6 | 8% | 5% | 0.8 | 4 | 4% | 2% | -5% | O=C(Cc1cccc2ccccc12)NN1C(=O)C2C(C1=O)C1C=CC2C12CC2 (stereo not drawn)
-2.9 | 3% | -2% | -3.2 | 7 | -8% | -1% | -1% | CCC1NC(=O)c2cc3ccccc3cc2-n2c1nc1ccc(F)cc1c2=O (stereo not drawn)
-0.1 | -4% | -9% | 1.9 | 10 | 3% | -10% | -2% | COc1ccc(-n2ccnc2SCC(=O)NCc2ccc3c(c2)OCO3)cc1
-2.3 | 2% | -14% | -3.1 | 7 | -26% | -7% | -6% | CCCCSCCCNC(=O)C1CCC(CNS(=O)(=O)c2ccccc2)CC1 (stereo not drawn)
0.2 | 6% | 16% | 1.1 | 2 | -1% | -2% | -2% | COC(=O)c1sccc1NC(=O)COc1ccc(Cl)cc1Cl
-1.2 | -2% | ? | -1.2 | 1 | 21% | 8% | -9% | COc1ccccc1CNC(=O)C(=O)c1cn(CC(=O)N2CCCC2)c2ccccc12
0.5 | -16%[57.1 µM] | 6% | -1.2 | . | 10% | 1% | -11% | O=C(O)c1ccc(CN2C(=O)CSC2=S)cc1
-0.2 | 13% | -11% | -2.1 | 0 | 7% | 11% | -10% | CC(C)c1ccc(NC(=S)NC2CCCCCC2)cc1
-3.6 | ? | -3% | -0.3 | 1 | 7% | 14% | 7.5µM* | O=Nc1nc2ncccn2c1-c1ccccc1
-0.5 | -21% | 13% | -1.1 | . | 3% | 2% | -6% | CCCc1ccc(Oc2cc(N3CCOCC3)nc(-c3ccccc3)n2)cc1
-2.9 | 5% | -16% | 0.4 | 4 | -11% | -8% | ? | COc1cc(NC(=O)CSc2cc(C)c3cc(C)cc(C)c3n2)c(C(=O)O)cc1OC
-1.2 | -13% | -15% | 0.2 | 3 | 6% | -8% | -2% | COC(=O)C1=C(C)NC(C)=C(C(=O)OCC2CCCO2)C1c1cccc(Br)c1 (stereo not drawn)
1.2 | 13% | 8% | -2.5 | . | 2% | -13% | -8% | COc1ccccc1NC(=O)CCC(=O)O
0.9 | -9% | 11% | -0.9 | 18 | -3% | 6% | -9% | CC(C)CC(=O)N1CC(=O)Nc2ccc(F)cc2C1c1ccccc1 (stereo not drawn)
-0.7 | 1% | 7% | -0.5 | 0 | -3% | -1% | 14% | COc1ccc(NC(=O)CN2C(=O)COc3ccccc32)cc1OC
0.1 | -1% | -14% | 0.4 | -1 | 6% | 2% | 0% | O=C1OC(NC(=O)c2ccccc2)C(N2CCOCC2)=C1Cl (stereo not drawn)
0.2 | -5% | -10% | -3.8 | 4 | 12% | 17% | -11% | CS(=O)(=O)N(CC(=O)Nc1ccccc1-c1ccccc1)c1ccccc1
-3.0 | -5%[11.6 µM] | 13% | -1.4 | 0 | -1% | 0% | 2% | Cc1ccc2ncnc(Nc3cccc([N+](=O)[O-])c3)c2c1
-1.8 | 2% | -3% | -1.4 | 5 | 2% | 6% | -4% | CC(C)N1CC(COc2ccc(Br)cc2)OC1=O (stereo not drawn)
-0.7 | 3% | -1% | -6.5 | 2 | -9% | -2% | ? | O=C(O)CC(c1ccc(Cl)cc1)n1cccc1 (stereo not drawn)
-1.1 | -4% | -11% | -4.4 | 11 | -16% | 2% | -1% | Cc1ccc(-c2nc(CS(=O)(=O)CC(=O)NCc3cccc(F)c3)c(C)o2)cc1
0.9 | -15%[57.1 µM] | -16% | . | -1 | -7% | 0% | . | COCCCN1C(=O)C(CC(=O)NC2CCCCC2)CC(C(=O)N2CCCCCC2)=C1C (stereo not drawn)
-0.1 | ? | 15% | 1.6 | -10 | 18% | 10% | -4% | Cc1ccc(C(=O)Nc2ccc(C)c(S(=O)(=O)Nc3ccccc3Cl)c2)s1
-0.6 | 7% | 2% | 0.9 | 0 | 9% | 15% | -19% | Cn1nnc(NC(=O)c2ccc(Br)o2)n1
0.0 | -5% | ? | 1.3 | 5 | 5% | 7% | -1% | O=C(Nc1nonc1-c1ccc(F)cc1)c1ccco1
-0.6 | -5% | -30% | 1.1 | 4 | 5% | 6% | 3% | COc1cccc(C(O)c2nc(-c3cccc(C(F)(F)F)c3)cs2)c1 (stereo not drawn)

# Three of the entries above in order of their number in EPAC2 agonist, falling.
IL-2 act | WRN helicase inh | EPAC1 antagonist | CCT modulator | PI5P4Ka inh | EPAC1 agonist | EPAC2 agonist | PLK1 PBD inh | SMILES
0.6 | 6% | 8% | -1.8 | -3 | 3% | 11% | -5% | Cc1c(NC(=O)COc2ncnc3c(Cl)cc(Cl)cc23)c(=O)n(-c2ccccc2)n1C
0.9 | -15%[57.1 µM] | -16% | . | -1 | -7% | 0% | . | COCCCN1C(=O)C(CC(=O)NC2CCCCC2)CC(C(=O)N2CCCCCC2)=C1C (stereo not drawn)
-0.1 | -4% | -9% | 1.9 | 10 | 3% | -10% | -2% | COc1ccc(-n2ccnc2SCC(=O)NCc2ccc3c(c2)OCO3)cc1

# Structures shown so far that have bromine:
IL-2 act | WRN helicase inh | EPAC1 antagonist | CCT modulator | PI5P4Ka inh | EPAC1 agonist | EPAC2 agonist | PLK1 PBD inh | SMILES
-1.2 | -13% | -15% | 0.2 | 3 | 6% | -8% | -2% | COC(=O)C1=C(C)NC(C)=C(C(=O)OCC2CCCO2)C1c1cccc(Br)c1 (stereo not drawn)
-1.8 | 2% | -3% | -1.4 | 5 | 2% | 6% | -4% | CC(C)N1CC(COc2ccc(Br)cc2)OC1=O (stereo not drawn)
-0.6 | 7% | 2% | 0.9 | 0 | 9% | 15% | -19% | Cn1nnc(NC(=O)c2ccc(Br)o2)n1

# (continued)
IL-2 act | WRN helicase inh | EPAC1 antagonist | CCT modulator | PI5P4Ka inh | EPAC1 agonist | EPAC2 agonist | PLK1 PBD inh | SMILES
-2.0 | -17%[57.1 µM] | 4% | 0.0 | 2 | -3% | 6% | -3% | Cc1ccc(S(=O)(=O)N(CC(=O)N2CCc3ccccc3C2)c2cccc(Cl)c2)cc1
0.2 | -7% | 18% | 2.2 | 9 | 0% | 4% | -9% | COCCn1ccc(O)c(Cc2ccccc2)c1=O
-1.9 | -7% | -22% | -0.8 | . | 14% | 12% | -6% | Cc1cccc(NC(=O)N(Cc2cc3cc(C)cc(C)c3[nH]c2=O)CC2COCCO2)c1 (stereo not drawn)
-0.4 | -32% | -13% | 0.3 | -6 | 11% | 4% | -6% | COc1ccc(Nc2nc3ccccc3n2C)cc1
0.3 | 2% | -11% | . | -4 | 4% | 6% | -3% | CN1C(=O)C(c2cn(C)c3ccccc23)(c2cn(C)c3ccccc23)c2cc(F)ccc21
-1.7 | 7% | -6% | 0.6 | 3 | -3% | 7% | -3% | Cc1nnsc1-c1c(C(=O)N2CCOCC2)c(C)nn1-c1ccc(Cl)cc1
-2.4 | 8% | -9% | 2.0 | 4 | -13% | -3% | -4% | COc1ccc(CN(C)CC2CCCN(CCc3ccc(Cl)cc3)C2)cc1OC (stereo not drawn)
-1.2 | 2% | -11% | -1.1 | 7 | -1% | 8% | -6% | COc1ccc(S(=O)(=O)N(C)C[C@@H]2OCc3cnnn3CCCC(=O)N([C@@H](C)CO)C[C@@H]2C)cc1
-0.2 | -1% | ? | 0.7 | 0 | -6% | 6% | ? | O=c1cc(-c2ccccc2Cl)oc2c(NS(=O)(=O)c3cccc4nsnc34)ccc(O)c12
-1.6 | -2%[57.1 µM] | 5% | 0.6 | -4 | -12% | -2% | -3% | Cc1cccc(C)c1N(CC(=O)N1CCN(C)CC1)S(C)(=O)=O
-2.1 | -3% | 0% | 0.2 | -1 | -1% | 4% | -6% | O=C(COC(=O)c1cc([N+](=O)[O-])ccc1N1CCOCC1)NCc1ccccc1
-0.4 | -5% | -8% | -2.1 | 6 | -3% | 4% | -3% | CN(NC(=O)c1ccccc1F)c1nc(C(F)(F)F)nc2ccccc12
-2.3 | 5% | -20% | -3.4 | 1 | 11% | 10% | -7% | COc1cccc(NC(=O)c2cncs2)c1
0.4 | -10% | 5% | 1.7 | 1 | 7% | -30%[inhibitor] | 21µM* | Cc1sc(NC(=O)C2CCCCC2C(=O)O)c(C(N)=O)c1-c1ccc(C(C)(C)C)cc1 (stereo not drawn)

# Ordered by SMILES length (highest first): five of the compounds above.
IL-2 act | WRN helicase inh | EPAC1 antagonist | CCT modulator | PI5P4Ka inh | EPAC1 agonist | EPAC2 agonist | PLK1 PBD inh | SMILES
-1.2 | -2% | ? | -1.2 | 1 | 21% | 8% | -9% | COc1ccccc1CNC(=O)C(=O)c1cn(CC(=O)N2CCCC2)c2ccccc12
-0.5 | -21% | 13% | -1.1 | . | 3% | 2% | -6% | CCCc1ccc(Oc2cc(N3CCOCC3)nc(-c3ccccc3)n2)cc1
-0.2 | 13% | -11% | -2.1 | 0 | 7% | 11% | -10% | CC(C)c1ccc(NC(=S)NC2CCCCCC2)cc1
-3.6 | ? | -3% | -0.3 | 1 | 7% | 14% | 7.5µM* | O=Nc1nc2ncccn2c1-c1ccccc1
1.2 | 13% | 8% | -2.5 | . | 2% | -13% | -8% | COc1ccccc1NC(=O)CCC(=O)O

# This is a subset (hit frequency here may not be typical).
